Compound activity (PubChem)
hiPSC survival: enhancers of single-cell hiPSC survival, primary screen, ATPlite luminescence; 100% = ROCK inhibitor wells, 0% = DMSO; 360,000 compounds, 0.044% hits; AID 602274, 2012; survival enhancement, % at 20 µM; in the data active means survival enhancement above about 18%;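 further: cells exposed to compounds for 16 hours before the ATP read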
HTR2A ag: mouse Htr2a agonists via beta-arrestin recruitment, primary screen, cell-based, luminescence; 5-hydroxytryptamine receptor 2A (Mus musculus), P35363; CHO-K1 mHTR2A beta-arrestin complementation; percent of 30 µM serotonin response; activation, % at 7.6 µM; 360,000 compounds, 0.66% hits;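 active means activation above a run cutoff, the mean activation of all tested compounds plus 3 SD, cut at about 14% in these data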;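 further: 0% = plate median of compound wells and 100% = 30 µM serotonin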
aDG glyco act: activators of alpha-DG glycosylation, primary screen, uHTS, Pro5-aDG cells, AlphaScreen; alpha-DG glycosylation AlphaScreen (IIH6); 0% Pro5, 100% B10-LARGE cell signal; 360,000 compounds, 0.22% hits; activation, % at 10 µM;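 active means activation of at least 8% versus controls, or a plate z-score of at least 8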;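 further: Pro5 are CHO cells carrying HIG-tagged alpha-DG that lacks glycosylation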
Exocytosis inh: LAMP-1 surface exposure blockers, TALL-104 cells – cell-based, flow cytometry, MLPCN library, primary screen; TALL-104 LAMP-1 surface exposure; cells stimulated with thapsigargin and PMA; inhibition, % at 10 µM; 360,000 compounds, 0.66% hits; AID 651702, 2012;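 active means inhibition above about 55%, limit read from the data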
Cardio protect: cardioprotection against H2O2-induced cell death, primary screen, uHTS, H9c2 cells, ATPLite luminescence; H9c2 cardiomyocytes, H2O2 injury protection, 2 h; 360,000 compounds, 0.63% hits; protection from H2O2 cell death, % at 20 µM;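 active means compounds giving at least 50% protection of heart cells from peroxide-induced death in the single-dose screen, raw or plate-pattern-corrected value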;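 further: 0% = DMSO wells with peroxide and 100% = DMSO wells without peroxide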
MC4R antag cAMP: MC4R antagonists of cAMP signaling, primary screen, cell-based, TR-FRET, antagonist arm of biased-ligand search; AID 540295, 2011; MC4R-expressing cells, MTII-stimulated cAMP, LANCE TR-FRET; Melanocortin receptor 4 (Homo sapiens), P32245; 360,000 compounds, 0.48% hits; inhibition, % at 6.5 µM;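 active means inhibition above its plate's cutoff, the mean of tested wells on that plate plus 3 SD, cut at about 29% in these data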;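 further: 0% = Melanotan II alone and 100% = Melanotan II plus saturating MCL0020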
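system = U2OS cells with stable human MC4R expression | also added = Melanotan II challenge after compound preincubation | dosing = one concentration, 6.5 µM nominal | incubation = compound 30 min, challenge 1 h, detection 1 h | measured by = TR-FRET with Eu-cAMP and labeled anti-cAMP, 671 nm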
Glyco luc inh: increase of ERlucT glycosylation luciferase signal, primary screen, N-linked glycosylation inhibitor project, D54 ERlucT cells, luminescence, set 2. D54 ERlucT glycosylation luciferase reporter, 24 h; percent of 100 nM tunicamycin response. reporter increase, % at 12.5 µM. 360,000 compounds, 0.23% hits;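 active means mean luciferase reporter signal, scaled so untreated is 0 and the glycosylation-blocking control 100, at or above a set limit in every replicate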;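 further: luciferase carries N-glycosylation sites so blocking glycosylation raises the light; 0% = median of neutral control wells and 100% = median of 100 nM tunicamycin wells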
ABHD5 PLIN5 PPI: ABHD5-PLIN5 interaction inhibitors, primary screen, cell lysate, split luciferase complementation, luminescence. inhibition, % at 4 µM. Perilipin-5 (Homo sapiens) + 1-acylglycerol-3-phosphate O-acyltransferase ABHD5 (Homo …. AID 602281, 2012. 360,000 compounds, 0.78% hits. Split G. princeps luciferase complementation, 4 h;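 active means inhibition above the mean inhibition across every tested compound plus 3 SD, cut at about 22% in these data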;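 further: 0% = DMSO only wells and the 100% control is not disclosed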
Target sequence (Q00G26 whole entry, looked up): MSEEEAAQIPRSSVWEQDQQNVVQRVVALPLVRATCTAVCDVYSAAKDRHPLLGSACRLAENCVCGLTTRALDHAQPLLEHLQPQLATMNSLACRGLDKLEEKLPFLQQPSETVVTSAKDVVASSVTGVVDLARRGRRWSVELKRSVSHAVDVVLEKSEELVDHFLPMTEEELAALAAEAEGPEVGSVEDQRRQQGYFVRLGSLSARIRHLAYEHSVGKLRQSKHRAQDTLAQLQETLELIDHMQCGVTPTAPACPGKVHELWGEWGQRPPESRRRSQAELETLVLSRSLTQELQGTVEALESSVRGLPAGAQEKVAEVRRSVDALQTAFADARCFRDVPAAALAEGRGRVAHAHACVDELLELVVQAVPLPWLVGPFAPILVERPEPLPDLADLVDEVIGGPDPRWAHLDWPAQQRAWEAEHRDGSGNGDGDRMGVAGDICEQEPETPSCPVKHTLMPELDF
Target sequence (Q8WTS1 whole entry, looked up): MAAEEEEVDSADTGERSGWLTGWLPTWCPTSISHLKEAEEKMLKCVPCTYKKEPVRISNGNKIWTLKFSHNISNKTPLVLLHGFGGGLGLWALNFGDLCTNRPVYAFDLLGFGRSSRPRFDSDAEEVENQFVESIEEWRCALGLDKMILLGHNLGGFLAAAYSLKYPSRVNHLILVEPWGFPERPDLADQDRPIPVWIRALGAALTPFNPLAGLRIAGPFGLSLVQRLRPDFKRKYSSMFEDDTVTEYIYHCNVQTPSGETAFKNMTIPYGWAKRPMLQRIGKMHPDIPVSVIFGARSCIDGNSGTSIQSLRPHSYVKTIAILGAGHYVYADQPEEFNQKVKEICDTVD
MC4R ag barr: MC4R agonists recruiting beta-arrestin, primary screen, cell-based, luminescence, agonist arm of biased-ligand search. Melanocortin receptor 4 (Homo sapiens), P32245. 360,000 compounds, 0.98% hits. AID 540308, 2011. activation, % at 8.9 µM. U2OS MC4R beta-arrestin complementation; percent of melanotan II response, DMSO zero;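 active means activation above a per-plate cutoff, the mean activation of sample wells on that plate plus 3 SD, cut at about 8% in these data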
ABCB6 inh 2: ABCB6 transporter inhibitors, primary screen, K562-ABCB6 cells, flow cytometry, MLPCN library; K562-ABCB6 porphyrin accumulation, 1 h; hits give low values; fluorescence ratio to DMSO, % at 10 µM; ATP-binding cassette sub-family B member 6 (Homo sapiens), Q9NP58; 360,000 compounds, 0.19% hits; AID 602162, 2011;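 active means fluorescence ratio to DMSO below 75%, the collection mean minus 3 SD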;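 further: signal is porphyrin accumulated inside mitochondria; 100% equals median channel fluorescence of DMSO control wells; lower ratio means ABCB6 inhibition with less porphyrin fluorescence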
Starred values were filed as active, the others as inactive.

SMILES	hiPSC survival	HTR2A ag	aDG glyco act	Exocytosis inh	Cardio protect	MC4R antag cAMP	Glyco luc inh	ABHD5 PLIN5 PPI	MC4R ag barr	ABCB6 inh 2
NS(=O)(=O)c1cccc(-n2cnnn2)c1	0.4	2	0.0	-2	0	3	0	-4	-1.0	96
CC(=O)NCCC(=O)Nc1nc(-c2ccc3ccccc3c2)cs1	-0.6	-3	0.1	13	-3	9	9	-9	-1.0	102
COc1ccccc1NC(=O)Nc1nc(C(N)CC(C)C)cs1 (stereo not drawn)	-1.1	-1	1.2	-6	24	2	-3	6	0.1	98
O=C(CN1CCCc2ccccc21)NC(=O)NCc1ccccc1	-0.7	-1	0.0	2	0	3	-1	-6	-1.7	106
NC(=O)c1ccc[n+](Cc2ccccc2)c1	-0.2	0	-0.1	-3	5	11	1	-1	-3.6	98
CCO[C@@H]1OC(C(=O)N2CCN(Cc3ccc4c(c3)OCO4)CC2)=C[C@H](c2ccc(Br)cc2)[C@H]1CCCO	-0.8	-13	0.1	-5	3	4	0	2	-0.7	99
Cc1cccc(NC(=O)c2cccc3c2-c2ccccc2C3=O)n1	-0.4	-2	-0.2	3	5	1	-1	-2	-0.2	97
COc1cc2c(cc1NC(=O)COC(=O)c1ccc(C(C)(C)C)cc1)oc1ccccc12	7.8	0	0.0	1	6	12	5	3	2.6	91
Cc1c(Cl)cccc1NC(=O)CSc1sc2c(O)cc(=O)[nH]c2c1C#N	-0.5	-3	-0.1	-6	0	19	-1	-1	-2.8	103
O=S(=O)(c1ccc(F)cc1)N1CCN(S(=O)(=O)c2ccc3c(c2)OCCO3)CC1	-1.4	-1	0.0	-10	-1	6	-1	-5	2.7	100
NC(=O)c1ccc(NC(=O)CCCN2C(=O)c3ccccc3C2=O)cc1	-1.1	-1	-0.1	-2	-5	-3	-1	-4	-0.2	100
COC(=O)CSc1nnc(SCc2ccccc2)s1	0.2	0	0.3	-1	-5	9	-1	-5	-0.4	95
O=C(CNC(=O)c1ccc2c(c1)OCCO2)N/N=C/c1ccco1	-0.5	-1	-0.2	-1	4	7	0	-14	0.3	99
NNc1ccccc1C(F)(F)F	-0.1	1	0.9	-2	6	3	2	8	-0.8	101
Cc1cc(C)cc(-n2c(C)cc(/C=C3\C(=N)N4N=C(CC(C)C)SC4=NC3=O)c2C)c1	-0.7	18*	0.0	3	-8	4	-3	-1	-0.5	96
Cc1ccc(NC(=S)N2CCN(CCN3C(=O)c4cccc5cccc(c45)C3=O)CC2)cc1	-0.3	-3	-0.1	-2	15	10	8	-2	-0.4	98
Cc1[nH]c(C)c(C(=O)/C=C/c2ccc([N+](=O)[O-])cc2)c1C	-0.4	-5	-0.4	50	-7	31*	42*	25*	-2.5	102
CCOc1ccc(NC(=O)N2CC=C(n3c(=O)[nH]c4ccccc43)CC2)cc1	-0.2	-7	0.1	0	40	1	-1	2	-2.1	82
CCOc1ccccc1OCCCOc1ccc(C)cc1Br	-0.5	9	0.1	0	-16	-6	-1	-14	0.0	96
Cc1ccc(NC(=O)CC2S/C(=N/N=C/c3c[nH]c4ccccc34)NC2=O)cc1 (stereo not drawn)	0.1	1	-0.2	3	-3	2	-1	26*	2.6	97
Cc1ccc(-n2nc3c(=O)n(CC(=O)NC4CCCCC4)nc(C)c3c2C)cc1	-0.2	3	0.0	-2	-4	0	-1	-5	-3.7	97
CCOc1ccccc1NS(=O)(=O)c1cc2c3c(c1)C(C)C(=O)N3CCC2 (stereo not drawn)	0.5	5	0.1	0	0	7	0	-4	-1.4	97
Nc1c(Cl)ncnc1NCCO	-0.1	3	-0.2	-1	18	3	0	-4	0.1	97
O=C(Nc1ccncc1)C1CCN(S(=O)(=O)c2cccs2)CC1	-1.2	0	0.1	-9	1	0	0	-2	-2.6	99
O/N=C/c1ccccc1OCc1ccc(Cl)cc1	0.2	-8	0.2	0	-8	1	-5	-3	-1.9	94
Cc1noc(C)c1CS(=O)(=O)Cc1ccc(Cl)cc1	0.0	-3	-0.3	-1	0	2	2	4	0.1	98
CN(C(=O)c1cccc(C#N)c1)c1nnc(-c2cnccn2)s1	-3.6	-1	0.1	-2	0	7	1	5	-2.0	92
COc1ccc(CN2C[C@@H](CO)O[C@@H](n3cnc4c(N5CCOCC5)ncnc43)C2)cc1	1.3	-3	-0.1	-5	3	7	0	-4	0.3	98
CCOC(=O)C1(Cc2ccccc2)CCCN(CCCn2cccn2)C1 (stereo not drawn)	3.8	-1	0.4	10	8	15	-2	3	0.9	93
CCSc1ncc(Cl)c(C(=O)Nc2sc3c(c2C(=O)NCc2cccnc2)CCCC3)n1	2.3	-4	-0.1	17	-3	9	2	2	1.3	93
Cc1cc(C)n(C(C)CC(=O)Nc2ccc3c(c2)OCO3)n1 (stereo not drawn)	1.5	0	0.0	-4	6	1	1	-8	-2.5	100
CCC(=O)c1cn(CC(=O)NCc2cccnc2)c2ccccc12	4.4	0	-0.1	-3	5	13	1	-1	1.4	95
O=C1Cc2cc(S(=O)(=O)Nc3cccc([N+](=O)[O-])c3)cc3c2N1CCC3	-0.4	8	-0.1	4	14	-2	-2	5	-1.7	92
COC(=O)C1C(=O)CC(C)(O)C(C(=O)OC)C1c1ccccc1F (stereo not drawn)	2.0	3	0.4	-3	1	2	3	3	-2.2	96
COc1ccc(C(C)(C)C)cc1NC(=O)Nc1ccc2c(c1)OCO2	15	-5	-0.3	0	-12	1	-9	-6	-2.4	89
Cc1cc2c(c(=O)n1CC1CCCO1)C(c1ccc3c(c1)OCO3)C(C#N)=C(N)O2 (stereo not drawn)	5.9	0	0.4	0	-1	4	2	1	0.6	113
CC(C)CN1CCN(CCCc2ccccc2)C(CCO)C1 (stereo not drawn)	-0.5	-3	0.0	-2	9	12	-2	4	-2.0	103
CCC(=O)OCCn1c(=O)c2ccccc2c2ccccc2c1=O	1.2	-4	0.4	9	-3	9	1	-1	-1.8	93
Cc1cccc(OCc2nnc(SCC(=O)OC3CCCCC3)o2)c1	-0.3	-1	-0.3	1	-3	3	-1	-2	1.0	93
CC(=O)Nc1nnc(SCC(=O)N2CCN(Cc3ccccc3)CC2)s1	2.3	1	0.0	-7	0	5	0	3	-0.3	99
CS(=O)(=O)c1ncc(Cl)c(C(=O)Nc2ccc(OC(F)F)cc2)n1	0.0	-3	-0.3	7	-16	12	-15	75*	-1.9	85
COc1ccc(OC)c(N(CC(=O)N2CCCC2)S(C)(=O)=O)c1	0.4	1	0.0	6	-4	14	0	5	-0.4	100
CCOC(=O)C1=C(C)OC(N)=C(C#N)C1c1ccc(OC)c(C)c1OC (stereo not drawn)	3.8	-3	9.7*	0	1	2	-2	-1	-1.9	99
O=C(Nc1ccc2[nH]c(=O)[nH]c2c1)c1ccc(Cl)c(Cl)c1	-1.0	1	0.0	-5	3	-1	-1	4	0.8	102
CCC(CC)C(=O)NCc1ccc2c(c1)cc(C)n2C	-2.3	-5	-0.1	-2	5	7	-1	2	-2.5	97

An excerpt from above in order of the ABHD5 PLIN5 PPI value, smallest number first:
molecule	HTR2A ag	aDG glyco act	Exocytosis inh	MC4R antag cAMP	Glyco luc inh	ABHD5 PLIN5 PPI	MC4R ag barr	ABCB6 inh 2
CCOC(=O)C1=C(C)OC(N)=C(C#N)C1c1ccc(OC)c(C)c1OC (stereo not drawn)	-3	9.7*	0	2	-2	-1	-1.9	99
CC(=O)Nc1nnc(SCC(=O)N2CCN(Cc3ccccc3)CC2)s1	1	0.0	-7	5	0	3	-0.3	99
O=C(Nc1ccc2[nH]c(=O)[nH]c2c1)c1ccc(Cl)c(Cl)c1	1	0.0	-5	-1	-1	4	0.8	102

Other results
SMILES	hiPSC survival	HTR2A ag	aDG glyco act	Exocytosis inh	Cardio protect	MC4R antag cAMP	Glyco luc inh	ABHD5 PLIN5 PPI	MC4R ag barr	ABCB6 inh 2
CS(=O)(=O)N1CCN(c2ccc(NC(=O)c3ccc(-c4ccc(Cl)cc4)o3)cc2)CC1	-2.4	1	-0.2	-5	-7	1	14	19	12*	104
COc1ccc(Cl)cc1Nc1nc(-c2cccnc2)cs1	-0.5	-6	0.4	5	2	7	1	5	-1.5	98
Cc1oc(-c2cccs2)nc1CS(=O)CC(=O)NCCCOC(C)C (stereo not drawn)	-1.7	-6	4.0	4	6	11	0	0	-2.1	101
CCCC(=O)NNC(=O)c1ccoc1C	2.1	0	-0.2	-2	9	14	4	0	-1.1	99
CN(CCn1ccnc1)Cc1cn(Cc2ccccc2)nc1-c1ccc2c(c1)OCO2	-0.6	0	0.0	24	0	1	-1	8	1.8	101
O=C(COC(=O)CNC(=O)c1ccco1)Nc1ccccc1OC(F)F	0.4	3	0.0	0	-2	8	2	1	-1.7	95
Cc1cc(=O)oc2cc(OC(C)C(=O)NC3CCN(Cc4ccccc4)CC3)ccc12 (stereo not drawn)	-0.4	-3	0.4	-3	-5	4	1	0	-0.9	97
CC[C@@H]1[C@H]2CCCC(=O)N3CC[C@@H](C[C@@H]1OC(=O)NCc1ccccc1)[C@@H]23	-0.4	4	0.0	-2	6	7	-3	3	-1.4	91
Cc1ccc(C2(C)NC(=O)N(CC(=O)N3CC(=O)Nc4ccccc43)C2=O)cc1 (stereo not drawn)	-3.6	4	0.1	-8	-3	12	1	0	-0.5	114
Cc1cc(C)cc(OC(=O)C23CCC(C)(C(=O)O2)C3(C)C)c1 (stereo not drawn)	-0.7	-3	-0.1	-3	12	4	0	-5	1.0	99
O=[N+]([O-])c1ncn(Cc2c(Cl)cccc2Cl)n1	1.7	-2	0.9	-3	-4	3	0	-3	2.0	96
O=C(COc1ccc2ccccc2c1)NCCNC(=O)COc1ccc2ccccc2c1	0.0	-6	-0.1	-3	4	18	-1	4	2.9	102
CC1([N+](=O)[O-])COC2(OC1)C(=O)Nc1ccccc12 (stereo not drawn)	-0.6	2	0.0	-5	1	-4	-1	-8	0.0	98
Cn1c(-c2ccsc2)c(-c2cccs2)c2cc(-c3ccc4[nH]ccc4c3)ccc21	3.3	2	0.8	37	-12	7	7	-4	-0.6	107
CC(C)c1ccc(C2NC(C(=O)O)CS2)cc1 (stereo not drawn)	-1.7	-1	-0.3	1	6	-3	-1	-9	0.6	106
Cc1c(CCOC(=O)C23CC4CC(CC(C)(C4)C2)C3)sc[n+]1CC(=O)c1ccccc1	-0.6	-8	0.2	26	-2	-12	-8	14	9.3*	94
COc1ccccc1Oc1ccc(S(=O)(=O)NCc2ccccn2)cc1	-1.9	0	1.8	-1	-15	5	0	1	-0.8	102
O=C(CSc1nc(O)cc(=O)n1C1CCCC1)Nc1cccc(Cl)c1Cl	-0.9	-4	-0.1	0	2	23	-2	1	0.4	100
